# Compound activity as filed in PubChem BioAssay.
# KDM4E inh – qHTS Assay for Inhibitors of Human Jumonji Domain Containing 2E (JMJD2E). 230,000 tested, 1.6% active. Potency, µM (highest dose often 57.1 µM), for inactives: at the top dose activity change, negative = inhibition, actives largely listed as inhibitors. Lysine-specific demethylase 4E (Homo sapiens), B2RXH2. AID 2147, 2009. JMJD2E catalytic domain, FDH-coupled NADH fluorescence (FDH is formaldehyde dehydrogenase); active means well fitted inhibition curve with a large enough effect, not every such curve was filed as active; inconclusive means small, poorly fitted or top-dose-only effect, or another doubt; inactive means no such curve, though single readings can be large or run the other way;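 further: 0% = wells with enzyme and -100% = buffer wells without enzyme; nearly all actives have a fitted effect of over 50% in size; many of its hits are not listed in these tables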
# Target sequence (B2RXH2 1-337 limits assumed): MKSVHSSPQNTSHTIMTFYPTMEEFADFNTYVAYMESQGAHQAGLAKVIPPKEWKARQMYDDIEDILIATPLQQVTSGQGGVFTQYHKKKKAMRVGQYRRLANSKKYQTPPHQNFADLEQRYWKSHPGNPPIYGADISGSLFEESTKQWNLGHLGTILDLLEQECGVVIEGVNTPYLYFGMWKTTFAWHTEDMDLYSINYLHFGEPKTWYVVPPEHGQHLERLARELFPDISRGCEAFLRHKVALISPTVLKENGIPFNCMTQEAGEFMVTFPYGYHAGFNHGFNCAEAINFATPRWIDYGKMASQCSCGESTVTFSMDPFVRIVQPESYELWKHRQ
# RGS12 GoLoco inh – qHTS Assay for Inhibitors of RGS12 GoLoco Motif Activity (Red Fluorophore); 230,000 tested, 0.44% active; Gai1:RGS12 GoLoco peptide FP, rhodamine, 10 min; Guanine nucleotide-binding protein G(i) subunit alpha-1 (Homo sapiens), P63096; Potency, µM (titrated, usually from 61.6 µM), for the others: at the top dose activity, negative = inhibition, usual class: inhibitors; active means well fitted inhibition curve with a large enough effect, not every such curve was filed as active; inactive means no such curve, though single readings can be large or run the other way; further: on the % scale 0 is the no-effect control and ±100 the full control effect; nearly all actives have a fitted effect of over 30% in size; many of its hits are not listed in these tables
# LMNA splice mod – qHTS Assay for Modulators of Lamin A Splicing; HeLa LMNA splicing GFP/RFP minigene ratio, 48 h; Potency, µM (doses to about 46.1 µM), without a hit: at the highest dose ratio change, negative = inhibition, most hits filed as inhibitors; 200,000 tested, 0.01% active; AID 1487, 2009; active means well fitted inhibition curve with a large enough effect in the signal ratio, with a control signal flat, not every such curve was filed as active; inconclusive means small, poorly fitted or top-dose-only effect, or effect the other way, or a change in a side signal; the % refers to the signal ratio; further: on the % scale 0 is the no-effect control and ±100 the full control effect
#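 S3 HeLa cells stably expressing lamin A-EGFP splicing minigene plus DsRed2, 600 cells/well, 48 h compound exposure at 37C. Laser-scanning cytometry; analysed as GFP (500-530 nm)/RFP (575-640 nm) total intensity ratio; 0.5% DMSO vehicle.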
# SMN2 splice up – qHTS Assay for Enhancers of SMN2 Splice Variant Expression; Potency, µM (titrated, usually from 46.1 µM), for inactives: at the highest dose activity change, positive = activation, most hits filed as activators; 210,000 tested, 2.8% active; HEK293 SMN2-luciferase splicing reporter, luminescence, 30-36 h; further: % of control where 0% means no effect; nearly all actives have a fitted effect of over 55% in size
#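 HEK293 cells carry an SMN2 minigene-luciferase reporter in which exon 7 inclusion puts luciferase in frame. Cells were seeded at 2000 cells/well, attached for 10-12 hours, then exposed to compounds for 30-36 hours at 37C before ONE-Glo luminescence.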
# TRb SRC2 PPI – qHTS for Inhibitors of the Interaction of Thyroid Hormone Receptor and Steroid Receptor Coregulator 2; TRbeta-SRC2 peptide binding, fluorescence polarization; receptor liganded with 1 µM T3; Potency, µM (doses to about 106 µM), for the others: at the top dose activity change, negative = inhibition, actives largely listed as inhibitors; 280,000 tested, 0.065% active;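 further: plate controls were bound peptide for no effect and peptide without receptor for full effect; nearly all actives have a fitted effect of over 50% in size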
#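 Decrease in fluorescence polarization of 20 nM Texas Red SRC2 coactivator peptide flagged inhibition of its binding to 0.6 uM TRb LBD; 1 uM T3 included, incubation 5 hr, ex 555/em 632 nm.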
# ALDH1A1 block – qHTS Assay for Inhibitors of Aldehyde Dehydrogenase 1 (ALDH1A1); Purified ALDH1A1, NADH fluorescence, propionaldehyde substrate; Potency, µM (doses to about 75.3 µM), without a hit: at the highest dose activity, negative = inhibition, hits mostly inhibitors; Aldehyde dehydrogenase 1A1 (Homo sapiens), P00352; AID 1030, 2008; 220,000 tested, 7.3% active; active means well fitted inhibition curve with a large enough effect, not every such curve was filed as active; inconclusive means small, poorly fitted or top-dose-only effect, or another doubt; inactive means no such curve, though single readings can be large or run the other way;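 further: plate controls were no enzyme wells and a reference inhibitor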
# RECQ1 inh – qHTS Assay for Inhibitors of RecQ-Like Dna Helicase 1 (RECQ1) | AID 2549, 2010 | ATP-dependent DNA helicase Q1 (Homo sapiens), P46063 | RECQ1 DNA unwinding, red fluorescence kinetic read | Potency, µM (series often up to 57.3 µM), inactives show at the highest dose activity, negative = inhibition, usual class: inhibitors | 240,000 tested, 0.54% active;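 further: plate controls were vehicle for no effect and no enzyme for full effect; nearly all actives have a fitted effect of over 30% in size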
# Target sequence (P46063 whole entry, looked up): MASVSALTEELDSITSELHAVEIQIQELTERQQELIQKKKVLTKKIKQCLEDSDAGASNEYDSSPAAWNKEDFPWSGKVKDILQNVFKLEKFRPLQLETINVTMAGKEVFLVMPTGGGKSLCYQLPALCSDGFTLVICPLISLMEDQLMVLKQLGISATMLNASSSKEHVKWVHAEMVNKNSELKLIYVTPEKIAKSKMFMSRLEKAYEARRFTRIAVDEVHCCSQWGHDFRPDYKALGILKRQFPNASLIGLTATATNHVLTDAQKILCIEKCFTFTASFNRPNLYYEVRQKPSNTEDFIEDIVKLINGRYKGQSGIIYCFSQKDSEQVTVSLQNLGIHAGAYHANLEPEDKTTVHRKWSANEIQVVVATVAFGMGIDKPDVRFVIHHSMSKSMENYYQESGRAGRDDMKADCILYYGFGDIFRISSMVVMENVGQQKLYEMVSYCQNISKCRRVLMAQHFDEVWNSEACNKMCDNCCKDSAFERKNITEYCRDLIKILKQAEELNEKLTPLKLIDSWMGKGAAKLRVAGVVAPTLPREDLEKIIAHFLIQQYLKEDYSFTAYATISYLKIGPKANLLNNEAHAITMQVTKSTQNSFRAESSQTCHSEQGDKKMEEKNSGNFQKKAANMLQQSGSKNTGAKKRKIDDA
#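 50 nM RECQ1T1 preincubated 15 min with compound in Tris pH 8.0 buffer with MgCl2, DTT, Tween-20 and 2.5 ug/ml poly(dI-dC); started with 200 nM TAMRA/BHQ-2 forked duplex and 2 mM ATP. Unwinding read as fluorescence (525/598 nm), two reads 2 h apart.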
# TR SRC2 fluor cs – Total Fluorescence Counterscreen for Inhibitors of the Interaction of Thyroid Hormone Receptor and Steroid Receptor Coregulator 2; TRb/SRC2 Texas Red total fluorescence interference; Potency, µM (doses to about 106 µM), for the others: top-dose fluorescence change, negative = quenching; 280,000 tested, 0.29% active; AID 1479, 2009; active means well fitted curve in either direction with a large enough effect; inconclusive means small, poorly fitted or top-dose-only effect; further: on the % scale 0 is the no-effect control and ±100 the full control effect
#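 Flags fluorescent or light-absorbing compounds by total fluorescence, S + 2P, at 555 nm excitation and 632 nm emission. Mixture: 20 nM Texas Red SRC2 peptide, 0.6 uM human TRb LBD, 1 uM T3, 5% DMSO; compound exposure 5 h at ambient temperature.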
# The depositor's hits bear a star; i = inactive; ? = inconclusive; . = no result given; & = joins results of further samples; ! = repeats disagree; [ ] = remark or other dose. Unless noted, the call rests on the fitted dose curve; in most records, active means well fitted curve in the direction sought with a large enough effect; inconclusive means small, poorly fitted or top-dose-only effect, or another doubt; inactive means no such curve, though single readings can be large; an effect the other way counts as inactive or inconclusive. Potency means the concentration at half of the fitted maximal effect.
SMILES,KDM4E inh,RGS12 GoLoco inh,LMNA splice mod,SMN2 splice up,TRb SRC2 PPI,ALDH1A1 block,RECQ1 inh,TR SRC2 fluor cs
C/C(=N\Nc1ccc(S(N)(=O)=O)cc1[N+](=O)[O-])c1ccccc1O,0%,7%,.,.,-4%,.,-10%,-5%
CC(=O)N(c1ccccc1)C1CCCC1,9%,-5%,7%,-16%,6%,1%,-4%,-1%
O=C(C1CCCN(S(=O)(=O)c2cccs2)C1)N1CCC(N2CCCCC2)CC1 (stereo not drawn),7%,23%,-4%,4%,-3%,7%,-6%,-1%
COc1cc(OC)c(C(=O)NNC(=S)NC2CCCCC2)cc1OC,-19%,-2%,11%,-19%,-9%,0%,i,-1%
Cc1nnc2n1N=C(c1ccc3c(c1)NC(=O)CO3)CS2,-3%,5%,.,.,-6%,.,-1%,-5%
CCCNC(=S)NC1CCCC1,-5%,10%,2%,-6%,-3%,2%,-12%,-2%
CCOc1cc(C(=O)Nc2ccc(C)cc2C)ccc1OCC(=O)N1CCCCC1,9%,0%,-1%,-1%,-4%,2%,-12%,0%
Cc1cccc(N2C(=O)CC(Sc3nnc(C)s3)C2=O)c1 (stereo not drawn),-3%,-1%,-14%,-6%,2%,2.8µM*,-7%,1%
COc1ccc(OC)c(C2C(C(C)=O)=C(O)C(=O)N2CCC(=O)O)c1 (stereo not drawn),-9%,-1%,8%,.,-1%,-2%,i,-3%
COc1ccc(Nc2nnc(-c3ccc(O)cc3)c3ccccc23)cc1,-2%,4%,?,17%,-2%,12%,i,-8%
CC(C)(C)N1C(=O)c2ccc(C(=O)O)cc2C1=O,2%,15%,6%,-6%,-8%,11%,i,-2%
O=C1c2ccccc2CC1(Cc1ccccc1)Cc1ccccc1,4%,-2%,?,-28%,-3%,2%,-7%,-3%
Cc1cc(C(=O)OCC(=O)Nc2ccc(F)cc2)c(C)o1,12%,4%,3%,18%,2%,7%,i,-3%
COc1ccc2nc(C)cc(SCC(=O)Nc3c(C)cc(C)cc3C)c2c1,0%,-1%,4%,-23%,-2%,8%,-3%,0%
O=C(CCSc1ccccc1)NCC1CCCO1 (stereo not drawn),-7%,8%,-8%,22%,3%,-2%,-1%,-1%
CCOc1ccc(Br)cc1S(=O)(=O)Nc1cccc(S(=O)(=O)N(CC)CC)c1,6%,-2%,?,-49%[inhibitor],-3%[53 µM],11µM*,-8%,-2%[53 µM]
COc1ccc(OC)c(N(CC(=O)NCc2ccccn2)S(C)(=O)=O)c1,1%,7%,-9%,11%,-6%,7%,10%,4%
COc1ccc(C2=Nn3c(nnc3-c3ccncc3)SC2)cc1OC,-10%,4%,?,10µM*,-3%,?,1%,-2%
Clc1ccc(C2=NOC(c3nnc(-c4ccccc4)o3)C2)cc1 (stereo not drawn),9%,-2%,.,.,-5%,.,-1%,-1%
C[C@@H]1O[C@@H](Oc2c(-c3cc(O)c(O)c(O)c3)oc3cc(O)cc(O)c3c2=O)[C@H](O)[C@H](O)[C@H]1O,2.2µM*,-2%,-3%,-9%,8%&3%,?,28µM*!,-16%&-15%
O=C(c1cc(C2CC2)on1)N1CCN(c2ccc(F)cc2)CC1,-4%,-7%,-10%,-16%,-15%,6%,i,3%
Cc1ccc2cc(-c3noc(C4CCCCC4)n3)c(=O)[nH]c2c1,?,1%,.,.,1%,3%,i,-4%
CN(C(=O)COC(=O)c1cccnc1Nc1ccccc1F)C1CCS(=O)(=O)C1 (stereo not drawn),10%,-4%,-3%,-15%,1%,7%,-5%,-1%
CN(Cc1ccccc1)C(=O)COc1ccc(-c2nnco2)cc1,-2%,7%,3%,-36%[inhibitor],3%,?,-2%,-4%
Cc1ccc(S(=O)(=O)c2c(N)n(-c3ccccc3)c3nc4ccccc4nc23)cc1,?,13%,?,1%,3%,?,-13%,9%
O=S(=O)(c1cccc(-n2cnnn2)c1)N1CCOCC1,1%,9%,0%,4%,7%,0%,-6%,-2%
COc1cc(C)c2occ(/C(C)=N\O)c2c1,4%,2%,6%,-13%,-3%,-2%,-9%,-2%
COc1ccc(OC)c(N/C(C)=C/C(=O)c2ccc(Br)cc2)c1,-3%,10%,?,-13%,2%,-12%,-7%,-2%
COCCn1nnnc1C(c1ccc(OC)c(OC)c1)N1CCc2ccccc21 (stereo not drawn),-5%,2%,2%,-25%,-3%,?,0%,-1%
O=C(N/N=C/c1ccccc1Cl)c1nc2ccc([N+](=O)[O-])cc2c(=O)[nH]1,8%,11%,22%[46 µM],11%,8%,-4%,i,-3%
CCCc1ccc(-c2cc(C(=O)Nc3ccc([N+](=O)[O-])cn3)c3ccccc3n2)cc1,7%,.,-3%,.,-1%,-9%,0%,4%
CCSc1nnc(NS(=O)(=O)c2ccc(OC)cc2)s1,-1%,2%,.,2%,4%,?,-1%,-1%
O=C(CN1C(=O)C2(OCCO2)c2ccccc21)c1ccc(Br)cc1,-4%,.,?,.,5%,14µM*,-5%,-3%
Cc1ccc(-c2ccc(SCC(=O)Nc3cc(C)on3)nn2)cc1,11%,0%,.,7%,4%,24%,-6%,0%
COc1ccc(NC2CC(=O)N(c3cccc(C)c3)C2=O)cc1 (stereo not drawn),-26%,8%,3%,?,0%,?,8%,-3%
C=C(C(=O)OCC)C(=O)c1ccccc1,-3%,-8%,.,10%,1%,14µM*,-4%,-3%
NC(=O)C[n+]1cccc(C(N)=O)c1,-2%,-12%,-10%[46 µM],7%,3%,2%,5%,1%
Cc1ccc(S(=O)(=O)N2CCCCC2)cc1NC(=O)CSc1nccn1C,-6%,0%,.,5%,3%,7%,-18%,-3%
CCOC(=O)C1=C(C)Nc2ccccc2N=C1NC(=O)Cc1ccc(Cl)c(Cl)c1,-3%,19%,?,-3%,-3%,3%,i,-3%
Cc1ccc(/C=N/NC(=O)CSc2nc3ccccc3c(=O)n2-c2ccccc2)s1,-5%,7%,?,4%,1%,3%,-1%,3%
Cc1cccc(NC(=S)NCCCN2CCOCC2)c1,7%,15%,6%,11%,-1%,7%,-8%,1%
O=C(CSc1n[nH]c(-c2ccc(S(=O)(=O)N3CCCCC3)cc2)n1)Nc1nccs1,?,1%,?,-2%,1%,?,i,-2%
S=c1[nH]nc(COc2ccccc2)n1Cc1ccccc1,-5%,-2%,?,-26%,0%,11µM*,8%,-3%
Cc1c(CBr)[n+](=O)c2c(n1[O-])C(Br)CCC2Br (stereo not drawn),28µM*,-16%,.,.,0%,.,-2%,-1%
CCOC(=O)C1CCCN(Cc2cc(=O)oc3cc(C)c(C)cc23)C1 (stereo not drawn),-13%,2%,.,-1%,1%,-11%,-3%,-4%
S=C1NC2(CCCC2)Nc2ccccc21,?,3%,5%[46 µM],-3%,4%,?,2%,-1%
Cc1ccc(N/C(N)=N/c2nc3c(c(=O)[nH]2)CCCC3)c(C)c1,9%,-16%,4%,?,9%,-5%,-3%,2%
S=C(NCCc1ccccc1)Nc1cccc2cnccc12,?,6%,?,-59%[inhibitor],12%,20µM*,-6%,-2%

# A few values from the results shown.
# S=c1[nH]nc(COc2ccccc2)n1Cc1ccccc1 @ RGS12 GoLoco inh: -2%
# CCOC(=O)C1=C(C)Nc2ccccc2N=C1NC(=O)Cc1ccc(Cl)c(Cl)c1 @ TR SRC2 fluor cs: -3%

# Following part:
SMILES,KDM4E inh,RGS12 GoLoco inh,LMNA splice mod,SMN2 splice up,TRb SRC2 PPI,ALDH1A1 block,RECQ1 inh,TR SRC2 fluor cs
COc1ccc(/C=C/C(=O)c2ccccc2O)cc1CN1CCOCC1,-6%,13%,5%,-12%,0%,6%,6%,-1%
CCOC(=O)c1sc(=NC(=O)c2ccc(OC(C)C)cc2)n(C)c1C,-29%,-1%,?,-5%,-3%,2%,1%,-1%
C/C(=N\NC(=O)CSc1nc(C)cc(C)n1)c1cccs1,8%,-5%,-11%,-14%[1.84 µM],6%,2%,-3%,0%
CCN(C(=O)CSc1nnc2nc(C)cc(C)n12)c1ccccc1,?,9%,-18%[46 µM],4%,-5%,-7%,i,-5%
CCOCC(=O)Nc1cc(OC)c(Cl)cc1OC,-5%,-7%,10%,-4%,2%,-8%,4%,-5%
CC(C)(C)c1ccc(OCc2ccc(C(=O)N/N=C/c3ccc(O)c(O)c3)cc2)cc1,?,1%,.,-24%,-6%,-1%,i,-1%
c1ccc(N2CCN(c3ccc4nncn4n3)CC2)nc1,3%,-3%,-7%,4%,3%,3%,3%,-1%
O=C(C1=C[C@H](c2ccc(C(F)(F)F)cc2)C[C@H](OCCCCO)O1)N1CCN(Cc2ccc3c(c2)OCO3)CC1,0%,5%,.,.,0%,-6%,-4%,0%
CCOC(=O)C(C)Sc1nc(-c2ccccn2)ncc1OC (stereo not drawn),?,-11%,?,-12%,-4%,?,4%,-1%
CC(C)(C)c1ccc(C(=O)N/C(N)=N/c2nc3ccccc3o2)cc1,7%,9%,7%,-54%[inhibitor],0%,-5%,i,1%
CC(C)N(CC#CC(O)(c1ccccc1)c1ccccc1)CCO,0%,5%,0%,7%,0%,-8%,-1%,2%
CSc1ccccc1NC(=O)c1cc(C(C)C)on1,-17%,5%,14%,18%,-19%,?,-1%,-1%
COc1ccc(C(=O)c2ccc(Cl)cc2)c2ccccc12,2%,3%,-17%,6%,-6%,-6%,-9%,1%

# This is a subset; count on the stated rates, not on these rows.
